PfM18AAP inh = blocks P. falciparum M18 aspartyl aminopeptidase; recombinant PfM18AAP, H-Glu-NHMec fluorogenic cleavage; inhibition, % at 7.35 µM; hit rate 1.2% among 290,000; AID 1822;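 active = inhibition above the campaign mean inhibition over all tested compounds plus 3 SD, cut at about 28% in these data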;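 also: 0% = plate median of test compound wells and 100% = 2 mM ZnCl2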
MEKK2 mut-MEK5 = signal of MEK5 binding to mutant human MEKK2 PB1 domain; AID 1530; hit rate 0.35% among 290,000; percent response, % at 10 µM; bead flow cytometry, Alexa488-MEK5 binding to MEKK2 mutant; in the data active = percent response above about 24%, passing the limit was not always enough; also: inactives centre near 1; some results filed as inactive read as strong as hits
MEKK2wt PB1 HTS = raises or lowers MEK5 binding to wildtype human MEKK2 PB1 domain; bead flow cytometry, Alexa488-MEK5 binding to MEKK2 WT; actives lie on both sides; binding response (% of control), % at 10 µM; hit rate 1.1% among 290,000; AID 1531; in the data active = binding response below about 67% or above about 130%
OXTR potentiate = human OXTR potentiation | P30559 | CHO-OTR cells, Fluo-8 calcium fluorescence, potentiator mode; 0% = oxytocin EC15, 100% = EC100 | activation, % at 3 µM | hit rate 0.061% among 320,000 | AID 2445;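 active = activation above that plate's cutoff, the mean activation of tested compounds plus 3 SD, cut at about 6.6% in these data, passing the limit was not always enough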;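 also: 100% uses oxytocin at 75 nM as the full agonist control; some results filed as inactive read as strong as hits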
Target sequence (P30559 whole entry, looked up): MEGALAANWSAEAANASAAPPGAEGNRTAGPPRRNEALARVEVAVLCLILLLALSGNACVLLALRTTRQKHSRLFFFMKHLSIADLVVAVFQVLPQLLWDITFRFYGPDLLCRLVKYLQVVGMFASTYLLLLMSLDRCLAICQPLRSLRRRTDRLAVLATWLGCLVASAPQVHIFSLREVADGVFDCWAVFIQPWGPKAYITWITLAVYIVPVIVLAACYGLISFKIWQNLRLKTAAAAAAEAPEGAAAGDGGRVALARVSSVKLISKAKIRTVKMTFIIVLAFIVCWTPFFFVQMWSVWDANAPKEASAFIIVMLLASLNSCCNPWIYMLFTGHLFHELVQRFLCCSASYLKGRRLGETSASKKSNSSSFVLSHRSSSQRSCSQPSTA
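Dosing: Single dose, 3.0 µM nominal final compound concentration | Material: Human OTR in CHO cells | Technique: Kinetic Fluo-8 calcium fluorescence | Benchmarks: EC15 oxytocin alone as 0%, 75 nM oxytocin as 100% | Probe or stimulus: Oxytocin at about EC15, sub-maximal agonist stimulus | Incubation: Compound 6 min at room temperature before oxytocin, 100 s read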
V1aR counter = V1a receptor agonism, counter-screen for OXTR agonists; P37288; CHO-V1R cells, Fluo-8 calcium fluorescence, agonist mode; 0% DMSO, 100% 3 nM vasopressin; activation, % at 3 µM; hit rate 0.25% among 320,000;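 active = activation above the mean activation of all tested compounds plus 3 SD, per screening run, cut at about 20% in these data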;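 also: signal is peak over basal fluorescence ratio across a 100 second FLIPR read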
Target sequence (P37288 whole entry, looked up): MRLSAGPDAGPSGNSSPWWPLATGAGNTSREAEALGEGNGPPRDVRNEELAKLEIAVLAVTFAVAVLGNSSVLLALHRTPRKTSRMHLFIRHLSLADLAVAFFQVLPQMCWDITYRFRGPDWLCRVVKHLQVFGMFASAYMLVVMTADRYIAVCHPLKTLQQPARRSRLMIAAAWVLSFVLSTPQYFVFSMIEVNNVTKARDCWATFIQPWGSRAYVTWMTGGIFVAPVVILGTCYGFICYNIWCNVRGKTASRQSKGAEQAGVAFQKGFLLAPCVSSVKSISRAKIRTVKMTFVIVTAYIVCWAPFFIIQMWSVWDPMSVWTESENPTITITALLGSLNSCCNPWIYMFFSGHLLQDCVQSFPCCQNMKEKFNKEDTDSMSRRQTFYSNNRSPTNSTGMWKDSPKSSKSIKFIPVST
OXTR ag = agonists of human oxytocin receptor. P30559. CHO-OTR cells, Fluo-8 calcium fluorescence; normalized: DMSO 0%, oxytocin 100%. activation, % at 3 µM. hit rate 0.32% among 320,000;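 active = activation above the mean of all tested compounds plus 3 SD, cutoff set per screening run, cut at about 20% in these data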;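 also: peak over basal fluorescence ratio from a 100 s FLIPR kinetic read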
GPR7 antagonist = antagonists of human GPR7 (neuropeptides B/W receptor 1). P48145. GPR7-expressing cells, fluorescence antagonist assay. inhibition, % at 4.4 µM. hit rate 1.1% among 290,000. AID 1861; in the data active = inhibition above about 16%, passing the limit was not always enough;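 also: cells stimulated with the agonist NPW; 0% = agonist with vehicle and 100% = vehicle without agonist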
GalR3 antag = blocks the human galanin receptor 3. hit rate 0.44% among 360,000. O60755. inhibition, % at 3 µM. HEK293 GalR3-CNG cAMP membrane potential fluorescence; galR3 body fused to GalR1 C-terminus;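 active = inhibition above the screen-wide average plus 3 SD, cut at about 13% in these data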;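 also: forskolin and galanin both at EC90 stimulate the cells; cAMP rise reported by CNG channel membrane potential dye signal; 0% = forskolin plus galanin with DMSO and 100% = forskolin alone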
NALP1 inh = blocks the NALP1 inflammasome reconstituted in yeast; S. cerevisiae NALP1/ASC/caspase-1 growth, X-gal OD620, 72 h; inhibition, % at 10 µM; hit rate 0.61% among 280,000; AID 2071; in the data active = inhibition mostly above about 24%, no sharp cut-off; inactive = mostly below about 32%; also: some compounds called inactive have numbers as strong as hits
* hit, by the source's call; / = not tested or not shown.

SMILES	PfM18AAP inh	MEKK2 mut-MEK5	MEKK2wt PB1 HTS	OXTR potentiate	V1aR counter	OXTR ag	GPR7 antagonist	GalR3 antag	NALP1 inh
Cc1ccc(N(CC(=O)NC2CCCCC2)C(=O)CCCC(=O)Nc2ccccn2)c(C)c1	-2.6	1.0	105.0	-0.6	-0.3	0.1	-8.6	-8.4	14.1
O=C(CSc1oc(-c2ccccc2)nc1S(=O)(=O)c1ccc(F)cc1)NCC1CCCO1 (configuration not stated)	-6.5	4.0	110.0	-8.9	-0.1	-0.9	-4.0	-2.6	-0.3
CCOC(=O)C1CCN(C(=O)COC(=O)/C=C/c2ccc([N+](=O)[O-])cc2)CC1	/	/	/	-6.2	3.8	5.0	/	-0.8	/
Cc1nnc(N2C(=O)C(O)=C(C(=O)c3ccco3)C2c2ccc(C(C)C)cc2)s1 (configuration not stated)	10.7	2.0	106.0	2.7	3.9	4.8	-14.0	-5.0	9.9
Cc1cc(C)c(S(=O)(=O)c2ccc(F)cc2C)c(Cl)n1	-0.3	0.0	101.0	-3.9	-0.8	-1.0	-6.9	-5.5	-0.1
COc1cc(/C=N/NC(=O)CNC(=O)c2ccncc2)ccc1O	1.2	-2.0	100.0	4.6	0.6	0.0	-10.1	0.9	3.8
O=C(COC(=O)Cn1cnc2ccccc21)NCCc1ccc(Cl)cc1	-2.0	3.0	102.0	0.4	0.8	1.0	0.6	-1.9	3.5
O=C(Nc1ccccc1N1CCOCC1)C1CCN(S(=O)(=O)c2ccc(F)cc2)CC1	2.7	-1.0	97.0	0.8	1.1	0.3	1.6	0.9	15.5
CC1CCN(S(=O)(=O)c2cn(CC(=O)Nc3ccc(C#N)cc3)cn2)CC1	-3.4	3.0	102.0	-6.3	0.2	1.3	-5.0	-7.0	11.3
COc1nccnc1NS(=O)(=O)c1ccc(N=Cc2c(C)[nH]n(-c3ccc(Cl)cc3)c2=O)cc1	-4.3	9.0	102.0	-4.6	0.1	-0.1	-12.0	-0.6	3.2
O=C(OCC(=O)N1CCC(c2ccccc2)=N1)c1ccc(Cl)s1	/	/	/	-7.9	-0.4	-1.0	/	-5.2	/
O=c1[nH]cc(N(CCO)CCO)c(=O)[nH]1	-5.8	-4.0	98.0	-6.3	0.0	0.0	-2.7	-5.4	/
Cc1oc(-c2ccc(Cl)cc2)cc1C(=O)NC1CCN(Cc2ccccc2)CC1	-4.1	50.0	175.0*	-7.1	-0.2	-1.3	-0.9	-3.2	10.9
Cc1cc(C(=O)c2ccccc2)c(NC(=O)CN2CCOCC2)s1	-0.6	3.0	106.0	-5.0	0.3	-1.4	-9.4	-4.4	/
O=C(COC(=O)Cc1cccs1)Nc1ccccc1F	-1.2	-5.0	97.0	-1.9	0.1	0.2	-2.9	-3.7	16.6
Cc1cccc(CN2C(=O)/C(=C\c3ccc(C(=O)NCCCN4CCN(C)CC4)cc3)Oc3ccccc32)c1	3.2	36.0*	162.0*	-4.7	2.1	5.2	4.8	-0.4	35.3
COc1ccc(/C=C/C(=O)NCc2ccccn2)cc1OC	-4.4	-12.0	93.0	-4.4	-0.8	-0.4	-5.7	-2.4	11.0
COC(=O)c1cccc(-n2c(=O)n(Cc3ccccc3)c(=O)c3[nH]cnc32)c1C	-2.1	5.0	103.0	-15.3	0.3	-1.5	-12.0	-8.4	3.6
O=C(CN1C(=O)/C(=C\c2cccc(Cl)c2)Sc2ccccc21)NCCCN1CCOCC1	-12.9	4.0	122.0	-11.1	0.4	2.5	25.1*	0.8	21.6
CCOc1ccccc1NC(=O)CN1CCN(Cc2ccccc2)CC1	3.0	6.0	107.0	-6.0	1.7	0.5	-1.5	-7.7	-0.8

In a second layout: 9 of the compounds above.
Results follow in this order: PfM18AAP inh, MEKK2 mut-MEK5, MEKK2wt PB1 HTS, OXTR potentiate, V1aR counter, OXTR ag, GPR7 antagonist, GalR3 antag, NALP1 inh
> Cc1nnc(N2C(=O)C(O)=C(C(=O)c3ccco3)C2c2ccc(C(C)C)cc2)s1 (configuration not stated)
 : 10.7, 2.0, 106.0, 2.7, 3.9, 4.8, -14.0, -5.0, 9.9
> Cc1cc(C)c(S(=O)(=O)c2ccc(F)cc2C)c(Cl)n1
 : -0.3, 0.0, 101.0, -3.9, -0.8, -1.0, -6.9, -5.5, -0.1
> COc1cc(/C=N/NC(=O)CNC(=O)c2ccncc2)ccc1O
 : 1.2, -2.0, 100.0, 4.6, 0.6, 0.0, -10.1, 0.9, 3.8
> O=C(COC(=O)Cn1cnc2ccccc21)NCCc1ccc(Cl)cc1
 : -2.0, 3.0, 102.0, 0.4, 0.8, 1.0, 0.6, -1.9, 3.5
> O=C(Nc1ccccc1N1CCOCC1)C1CCN(S(=O)(=O)c2ccc(F)cc2)CC1
 : 2.7, -1.0, 97.0, 0.8, 1.1, 0.3, 1.6, 0.9, 15.5
> CC1CCN(S(=O)(=O)c2cn(CC(=O)Nc3ccc(C#N)cc3)cn2)CC1
 : -3.4, 3.0, 102.0, -6.3, 0.2, 1.3, -5.0, -7.0, 11.3
> COc1nccnc1NS(=O)(=O)c1ccc(N=Cc2c(C)[nH]n(-c3ccc(Cl)cc3)c2=O)cc1
 : -4.3, 9.0, 102.0, -4.6, 0.1, -0.1, -12.0, -0.6, 3.2
> O=C(OCC(=O)N1CCC(c2ccccc2)=N1)c1ccc(Cl)s1
 : /, /, /, -7.9, -0.4, -1.0, /, -5.2, /
> O=c1[nH]cc(N(CCO)CCO)c(=O)[nH]1
 : -5.8, -4.0, 98.0, -6.3, 0.0, 0.0, -2.7, -5.4, /

Next structures follow:
SMILES	PfM18AAP inh	MEKK2 mut-MEK5	MEKK2wt PB1 HTS	OXTR potentiate	V1aR counter	OXTR ag	GPR7 antagonist	GalR3 antag	NALP1 inh
CCOC(=O)C1CCCN(C(=O)C2c3ccccc3Oc3ccccc32)C1 (configuration not stated)	-3.1	-5.0	92.0	-4.5	34.8*	43.7*	11.9	-1.3	7.2
CCCn1c(SCC(=O)c2cc(C)ccc2C)n[nH]c1=O	5.8	-1.0	107.0	-6.8	-0.3	-1.4	1.8	-1.6	7.2
CC(C)C(c1nnnn1Cc1ccc(F)cc1)N1CCN(c2ccc(O)cc2)CC1 (configuration not stated)	31.9*	-2.0	93.0	-27.4	0.1	-1.0	5.2	-5.7	-1.8
COc1cc(C(=O)NCc2ccc(F)cc2)cc(Cl)c1OC	-5.4	-3.0	93.0	2.3	1.8	-2.2	-5.1	-9.2	18.8
O=C(Nc1ccc(N2CCOCC2)cc1)c1ccc(S(=O)(=O)N2CCCCC2)cc1	5.9	/	/	-4.3	0.9	0.2	-13.8	-1.5	5.7
CCn1c(COC(=O)CNC(=O)c2ccccc2)nc2cc(S(=O)(=O)N(C)C)ccc21	/	/	/	0.4	0.3	-0.6	/	-5.0	/
COc1ccc(C(=O)COc2ccc3ccc(=O)oc3c2)c(OC)c1	1.9	4.0	103.0	-8.5	1.0	1.8	-9.6	-2.5	23.5
O=C(O)COc1ccc(/C=N/NC(=O)C2CCCN2S(=O)(=O)c2ccc(Cl)cc2)cc1 (configuration not stated)	1.6	-3.0	96.0	-2.8	-1.0	-0.8	-8.0	0.8	5.5
CCOC(=O)NC(=O)CSc1nc2ccc([N+](=O)[O-])cc2[nH]1	13.6	3.0	107.0	-6.7	-0.3	-0.3	-3.6	-0.5	-2.8
CCOC(=O)C1(Cc2cccc(OC)c2)CCN(Cc2ccccc2OC)CC1	-4.2	6.0	109.0	-2.6	2.9	0.6	16.6	-6.2	1.9
CN1CCN(c2ccc(S(=O)(=O)N3CCOCC3)cc2NC(=O)Cc2ccccc2F)CC1	/	/	/	-5.1	0.1	0.3	/	-3.2	/
COc1ccccc1OCC(=O)NC1CC(C)(C)NC(C)(C)C1	-5.9	3.0	97.0	1.1	1.6	1.5	-11.3	-9.0	9.1
COc1cc(/C=N/NC(=O)c2ccoc2C)ccc1O	5.8	17.0	112.0	-2.1	0.8	0.3	-11.7	-4.7	5.8
CCO[C@H]1OC(C(=O)NCc2ccccc2)=C[C@@H](c2cn(C(C)=O)c3ccccc23)[C@@H]1CCCO	7.3	5.0	101.0	-14.7	3.3	5.8	11.4	-1.9	-2.0
O=[N+]([O-])c1nn(-c2ccccc2)n(O)c1=NCCc1ccccc1	-2.6	0.0	108.0	-1.2	1.7	0.1	1.9	-5.7	32.9
O=C1CC(C(=O)NCCc2ccccc2)SC(=Nc2ccccc2)N1 (configuration not stated)	-2.5	-16.0	96.0	-0.7	-0.4	-1.5	-12.4	1.5	/
Cc1ccc(C)c(C(=O)CCC(=O)N2CCN(c3ncccn3)CC2)c1	-6.1	4.0	103.0	-3.6	0.6	1.2	10.1	-9.0	12.4
CCN(CC)S(=O)(=O)c1ccc(NC(=O)c2c(-c3ccccc3)noc2C)cc1	6.4	1.0	100.0	-2.6	-0.1	1.6	-6.5	1.7	26.7
Cc1cc[n+](-c2[nH]c(=O)sc2/C=N/NC(=O)c2ccccc2[O-])cc1C	2.6	16.0	97.0	5.0	0.3	-0.4	-0.9	-3.2	13.8
COc1ccc(C(=O)N[C@H]2CCCCNC2=O)cc1OC1CCN(C(C)C)CC1	-3.7	-1.0	94.0	-5.8	0.4	0.1	-12.5	-8.7	-3.8
O=C1c2ccccc2C(=O)N1CCc1nc(-c2ccc(Cl)cc2)no1	-10.7	-5.0	94.0	-14.3	3.6	1.1	-0.9	-5.1	4.5
CC1=CC(c2ccc(Cl)cc2)n2ncnc2N1 (configuration not stated)	/	-1.0	96.0	-2.9	0.2	1.4	/	-2.7	/
O=C(Nc1ccccc1Cl)C(Cl)C(=O)c1ccccc1 (configuration not stated)	-4.1	-3.0	99.0	/	/	/	0.2	-7.9	7.9
Cc1ccc2c(CN3CCCCC3C)cc(=O)oc2c1C (configuration not stated)	8.0	3.0	101.0	/	/	/	-6.1	-4.9	25.5
COc1ccc2nc(/C=N/NC(=O)CCCCCNC(=O)OC(C)(C)C)ccc2c1	3.9	-5.0	93.0	-12.0	1.0	1.1	-9.3	-3.0	/
Cc1cc2nc3c(nc2cc1C)C(O)=C3O	0.6	1.0	107.0	-6.8	0.8	-0.1	-3.5	0.8	/
Cc1cc(Br)ccc1NCc1ccccn1	2.8	9.0	107.0	-7.8	-1.2	-1.3	-10.5	-3.9	1.6
COc1ccc(OC)c(S(=O)(=O)NCc2nc3nc(C)cc(C)n3n2)c1	0.8	2.0	101.0	-5.9	-0.3	0.3	-13.0	-1.9	13.0
Cc1cc(C(=O)COC(=O)C2=NNC(=O)CC2)c(C)n1-c1cccc(C(F)(F)F)c1	-0.8	0.0	101.0	-3.1	1.2	2.5	11.4	-7.1	-1.8
COC(=O)Cn1cccc1C(=O)c1ccccc1	-6.3	-12.0	88.0	5.6	0.4	0.5	3.9	-4.4	8.4
C/C(=N\Nc1ccc2nncn2n1)c1ccco1	44.7*	-11.0	94.0	-8.5	0.2	0.2	4.4	-5.3	9.9
Nc1nc(SCC(=O)NC2CCCc3ccccc32)n[nH]1 (configuration not stated)	-2.4	/	/	-3.4	0.9	1.4	7.8	0.7	-22.2

Compound activity from PubChem BioAssay.
